FUS suppressor = suppressors of FUS proteinopathy in yeast; 390,000 compounds, 0.24% hits; S. cerevisiae FUS-expressing, growth rescue, OD600, 24 h; Potency, µM (titrated, usually from 76.6 µM), for inactives: at the highest dose growth rescue (activation), hits mostly activators;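 note: potency is the fitted concentration of half-maximal effect; plate controls were DMSO vehicle for no effect and reference control for full effect; nearly all actives have a fitted effect of over 55% in size; some results filed as inactive show a strong effect at the top dose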
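Absorbance at 600 nm, taken 24hr after compound addition, measured rescue of FUS-yeast growth at 30C. Induction used 2% galactose with seeding at OD 0.005. Controls: CP55940 from 92uM final, DMSO only.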
TDP-43 yeast inh = inhibitors of TDP-43 toxicity in yeast | TDP-43 expressing yeast growth rescue, BacTiter-Glo, 24 h | Potency, µM (doses to about 46.1 µM), for the others: at the top dose growth rescue (activation), usual class: activators | AID 652104 | 410,000 compounds, 1.8% hits; note: potency is the fitted concentration of half-maximal effect; % of control where 0% means no effect; nearly all actives have a fitted effect of over 50% in size
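Cell-based yeast growth screen: TDP-43 expression induced in galactose, inoculum OD600=0.02 after raffinose pregrowth to mid-log. Read-out BacTiter-Glo luminescence at 24 hr, 30 deg C; inhibition of toxicity seen as signal increase.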
aSyn rescue = inhibitors of alpha-synuclein toxicity in yeast. AID 652106. Potency, µM (doses to about 46.1 µM), for inactives: at the highest dose growth rescue (activation), most hits filed as activators. Yeast expressing alpha-synuclein, growth rescue, BacTiter-Glo, 24 h. 370,000 compounds, 0.14% hits; note: potency is the fitted concentration of half-maximal effect; % of control where 0% means no effect; nearly all actives have a fitted effect of over 65% in size
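Readout is rescue of growth in alpha-synuclein-expressing yeast, so inhibitors of toxicity appear as activators. Growth after 24 hr at 30 deg C in galactose medium is quantified by luminescence.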
DRD3 agonist = D3 dopamine receptor (human) agonism. D3R DiscoveRx beta-arrestin cells, luminescence, 90 min. 410,000 compounds, 0.58% hits. AID 652048. max activation, %; in the data active = max activation above about 30%; note: 0% is about no effect; mostly tested at two doses, the higher about 12 µM
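Cells at 1500/well, incubated overnight, then treated with pinned compounds (dopamine as control) for 90 min at 37 degrees C. DiscoveRx reagent added for 30 - 60 minutes at room temperature; luminescence read.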
EPAC2 antag = blocks human EPAC2 exchange factor. Q8WZA2. EPAC2 GEF exchange of Rap1B-BODIPY-GDP, fluorescence. Potency, µM (series often up to 114 µM), for inactives: at the top dose activity, negative = inhibition, actives largely listed as inhibitors. 360,000 compounds, 0.18% hits. AID 720708; note: potency is the fitted concentration of half-maximal effect; % is set by controls: 0 for no effect and ±100 for the full control effect; nearly all actives have a fitted effect of over 45% in size; many of its hits are not listed in these tables
Target sequence (Q8WZA2 whole entry, looked up): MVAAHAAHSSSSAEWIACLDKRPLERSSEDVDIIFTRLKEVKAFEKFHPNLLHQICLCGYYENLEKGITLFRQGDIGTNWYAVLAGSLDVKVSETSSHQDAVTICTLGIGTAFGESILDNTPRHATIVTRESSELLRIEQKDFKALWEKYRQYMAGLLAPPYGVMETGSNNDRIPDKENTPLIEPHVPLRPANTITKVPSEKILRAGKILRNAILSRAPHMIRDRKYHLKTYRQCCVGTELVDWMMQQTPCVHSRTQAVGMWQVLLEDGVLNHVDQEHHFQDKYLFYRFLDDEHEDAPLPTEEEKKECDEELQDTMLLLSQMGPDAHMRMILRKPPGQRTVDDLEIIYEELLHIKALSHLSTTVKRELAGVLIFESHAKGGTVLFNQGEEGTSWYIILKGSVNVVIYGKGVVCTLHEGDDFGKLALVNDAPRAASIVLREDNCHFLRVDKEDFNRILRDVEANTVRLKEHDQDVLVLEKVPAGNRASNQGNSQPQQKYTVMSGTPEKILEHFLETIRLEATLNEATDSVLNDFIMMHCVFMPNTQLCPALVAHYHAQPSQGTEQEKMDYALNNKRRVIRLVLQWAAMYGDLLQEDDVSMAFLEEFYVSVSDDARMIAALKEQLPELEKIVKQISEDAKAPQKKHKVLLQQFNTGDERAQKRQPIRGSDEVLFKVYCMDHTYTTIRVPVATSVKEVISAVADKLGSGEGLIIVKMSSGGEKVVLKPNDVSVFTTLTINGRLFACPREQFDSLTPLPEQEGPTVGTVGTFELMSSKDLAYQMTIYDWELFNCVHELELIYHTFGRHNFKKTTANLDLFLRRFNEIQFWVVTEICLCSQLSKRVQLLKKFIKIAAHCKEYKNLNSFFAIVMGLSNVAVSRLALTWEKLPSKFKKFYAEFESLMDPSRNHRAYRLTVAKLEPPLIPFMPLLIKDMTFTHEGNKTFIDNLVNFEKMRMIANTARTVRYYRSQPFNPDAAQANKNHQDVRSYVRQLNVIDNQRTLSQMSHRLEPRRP
DRD3 antagonist = D3 dopamine receptor (human) antagonism; P35462; max response, negative = inhibition, %; D3R cells, DiscoveRx beta-arrestin luminescence, antagonist mode; active compounds read low; 360,000 compounds, 2.5% hits; in the data active = max response below about -50%; inconclusive = no clear call, values can overlap the other calls; note: % is set by controls: 0 for no effect and ±100 for the full control effect; mostly tested at two doses, the higher about 12 µM
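Cells plated overnight at 1500 cells/well, then exposed to library compounds with dopamine controls for 90 minutes at 37 degrees C. DiscoveRx reagent added for 30–60 minutes at room temperature; luminescence read, quantitative HTS format.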
Abeta yeast res = compounds reversing amyloid beta toxicity in yeast; yeast expressing A-beta42, growth rescue, OD600, 48 h; response scale: 0% DMSO, 100% iron-clioquinol control; Potency, µM (top dose mostly 46.1 µM), without a hit: at the top dose growth rescue, usual class: activators; 410,000 compounds, 0.063% hits; note: potency is the fitted concentration of half-maximal effect; nearly all actives have a fitted effect of over 55% in size
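Growth rescue measured by 600 nm absorbance after 48 h yeast culture at 30 C with compound. Values normalized between DMSO and an equimolar ferric chloride plus clioquinol control.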
EPAC2 ag = EPAC2 (human) agonism. EPAC2 activation, biochemical qHTS; response scale: 100% = 6.5 mM cAMP response. 360,000 compounds, 0.079% hits. Q8WZA2. Potency, µM (top dose mostly 154 µM), for inactives: at the top dose activation, usual class: activators; note: potency is the fitted concentration of half-maximal effect; nearly all actives have a fitted effect of over 50% in size
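EPAC2 (100 nM) mixed with Rap1B loaded with BODIPY-GDP (250 nM) plus 50 uM unlabeled GDP; compounds pinned in, 5 min RT, then read every 5 min for 30 min (ex 480, em 540 nm). Normalized to cAMP control.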
* hit, by the source's call; ? = inconclusive; nt = no result given; [ ] = dose if it differs, or a comment. Unless noted, calls come from the whole dose curve; as a rule, active = well fitted curve in the direction sought with a large enough effect; inconclusive = small, poorly fitted or top-dose-only effect, or another doubt; inactive = no such curve, though single readings can be large; an effect the other way counts as inactive or inconclusive. These rows are one share of the data, so the mix of outcomes need not match the whole.

SMILES	FUS suppressor	TDP-43 yeast inh	aSyn rescue	DRD3 agonist	EPAC2 antag	DRD3 antagonist	Abeta yeast res	EPAC2 ag
CC(OC(=O)c1ccccc1NCCO)C(=O)NC1CCCCC1C (stereo unspecified)	nt	15%	0%	4	-16%	0	9%	3%
Cc1ccc(CN2CCNC(=O)C2CC(=O)O)cc1 (stereo unspecified)	0%	0%	0%	0	15%	4	2%	12%
O=C(COc1ccc2ccccc2c1)NNC(=O)c1ccc([N+](=O)[O-])cc1	14%	22%[9.22 µM]	-1%	2	2%	8	-3%	-2%
CCOC(=O)c1c(NC(=O)COc2ccccc2OCC)sc2c1CC(C)(C)NC2(C)C	12%	19%	2%	17	-30%	25	12%	10%
CNc1ccc(S(=O)(=O)NCC(=O)NCCCc2ccccc2)cc1[N+](=O)[O-]	0%	8%	-12%	-2	3%	-6	7%	1%
CCc1ccc(C(C)NC(=O)C2CCCC2)cc1 (stereo unspecified)	4%	7%	-1%	23	-12%	22	9%	-3%
COc1ccccc1NS(=O)(=O)c1ccc(C)c(C(=O)N2CCCC2)c1	?	0%	0%[1.84 µM]	5	5%	10	-4%	10%
Cc1ccc(-c2nc3ccccc3n2C)o1	17%	16%	1%	4	0%	-4	-16%	3%
O=C(COC(=O)c1ccc2ncsc2c1)NCc1ccc(F)cc1	0%	13%	-2%	-3	8%	-10	-19%	15%
CCC(=O)N1CCc2cc(CNC(=O)C(CC)c3ccccc3)ccc21 (stereo unspecified)	6%	22%	nt	7	nt	nt	-6%	nt
O=C1/C(=C/c2ccc([N+](=O)[O-])cc2)CCC1C1CCCC1 (stereo unspecified)	21%	3%	-11%	-8	2%	-14	-4%	1%
S=C(NCC1COc2ccccc2O1)Nc1ccc(Br)cc1 (stereo unspecified)	nt	13%	-2%	-6	-10%	3	-2%	26%
S=c1[nH]nc(-c2ccc(Cl)cc2)n1/N=C/c1ccco1	-11%	20%	-5%	-5	-3%	-1	?	-1%
CCOC(=O)c1ccc(NC2Nc3cc(C)nn3S2)cc1 (stereo unspecified)	28%	nt	0%	2	6%	6	-10%	0%
Cc1ccc(S(C)(=O)=O)cc1C(=O)OCC(=O)N(Cc1ccccc1)Cc1ccccc1	?	22%	2%	-3	4%	54	3%	8%
C=CCNC(=O)c1cccn1-c1ccsc1C(=O)OC	-30%	-1%	-10%	6	12%	33	-6%	4%
Cc1c(Cl)cccc1NC(=O)CSc1nc(=O)n(Cc2ccco2)c2c1CCC2	33%	26%	nt	-2	nt	nt	-6%	nt
CN1CCN(c2ccc(C(CC(N)=O)NC(=O)Cc3ccc(Br)cc3)cc2[N+](=O)[O-])CC1 (stereo unspecified)	-14%	-7%	0%	-7	-8%	0	0%	4%
CC(C)C1N=C2c3ccccc3N=C(SCC#N)N2C1=O (stereo unspecified)	-14%	-1%	-6%	1	10%	35	6%	5%
Cc1ccc(Cn2c(C(=O)Nc3cccc(Cl)c3)cc3sccc32)cc1	-4%	8%	nt	-18	nt	nt	0%	nt
COc1ccc2oc(=O)c(C(=O)NCc3ccc(C)cc3)cc2c1	-13%	14%	4%	0	16%	35	-17%	-4%
Cc1ccccc1CCNC(=O)c1ccc2c(c1)nc1n2CCOC1	-5%	24%	nt	7	nt	nt	-4%	nt
O=C(Cn1cnc2ccccc2c1=O)OCC(=O)c1ccc2c(c1)OCCO2	32%	0%	18%	2	6%	1	8%	4%
CCn1c(SCC(=O)N2CCc3ccccc32)nnc1-c1c[nH]c2ccccc12	16%	1%	-1%	-3	-5%	18	-2%	2%
Cc1cc2cc(CCNC(=O)CC(C)(C)C)c(=O)[nH]c2cc1C	-15%	17%	0%	-5	5%	0	-15%	-2%
SMILES	FUS suppressor	TDP-43 yeast inh	aSyn rescue	DRD3 agonist	EPAC2 antag	DRD3 antagonist	Abeta yeast res	EPAC2 ag
O=C1c2ccccc2C(=O)N1CCCn1nnc(-c2ccc(N3CCOCC3)cc2)n1	-10%	-2%	1%	3	-7%	15	13%	8%
CCc1nc2sc3c(c2c(=O)n1NC(=O)CCl)CCCC3	15%	-17%	-7%	-6	8%	-15	-25%	0%
Cc1ccc2occ(/C=N/NC(N)=S)c(=O)c2c1	nt	-16%	1%	-25	-3%	3	5%	-6%
Cc1ccc(C)c(N2CCN(C(=O)CCC(=O)N3CCOc4ccc(Cl)cc43)CC2)c1	25µM*	?	?	0	-1%	12	?	7%
c1coc(CNCc2cccs2)c1	-19%	-5%	1%	0	-4%	4	15%	-5%
Cc1ccc(C(=O)N2CCN(C(=O)CN3CCOCC3)C2)cc1	-17%	-4%	-10%	4	12%	40	3%	7%
Cc1ccc(N2C(=O)N(CC(=O)Nc3ccc(C)cc3Cl)C(=O)C2C)cc1 (stereo unspecified)	21%	28%	12%	-3	3%	6	4%	4%
CC(C)(C)c1ccc(C(=O)NCCC(=O)N2CCN(c3ncccn3)CC2)cc1	33%	10%	-6%	-3	6%	-13	1%	-9%
Cc1csc(NC(=O)CSc2nnc(NC(=O)C3CC(=O)N(c4ccccc4)C3)s2)n1 (stereo unspecified)	nt	15%	-9%	2	16%	14	-8%	7%
O=C(O)c1cc2c([nH]c1=O)CCCC2	-5%	-2%	-1%	-5	3%	7	12%	4%
CC(C)(C)c1ccc(-n2ncc3c2CCCC3NC(=O)CCCn2cncn2)cc1 (stereo unspecified)	30%	-7%	2%	3	-7%	24	7%	-2%
COc1cc(C=O)ccc1OC(=O)c1ccc(C(C)C)cc1	37%	?	-31%[inhibitor]	0	-14%	8	3%	4%
O=C(O)CNC(=O)CC12CC3CC(CC(C3)C1)C2	-14%	8%	2%	5	0%	-6	7%	-12%
CN(C)CCNc1c(N)c(=O)oc2ccccc12	17%	-6%	-1%	4	0%	2	6%	10%
CC(O)/C=C/c1ccc2ccccc2n1 (stereo unspecified)	7%	-27%	0%	-2	1%	3	-40%[inhibitor]	9%
O=C(Cn1ncc2c3ccccc3n(Cc3ccccc3F)c2c1=O)N1CCCCCC1	-11%	1%[9.22 µM]	nt	2	nt	nt	13%	nt
COc1ccc(-n2nc(C(=O)NCC(=O)NCC3CCCO3)c3ccccc3c2=O)cc1 (stereo unspecified)	6%	11%	0%	0	1%	27	22%	9%
CCCN(CC(=O)Nc1ccccc1C)C(=O)Cc1c[nH]c2ccccc12	-13%	-14%	1%	-4	6%	-14	21%	-4%
CCOC(=O)c1[nH]c2ccc(OC)cc2c1NC(=O)CN1CCC2(CC1)OCCO2	12%	0%	-1%	1	-2%	2	-8%	-3%
COc1ccccc1CNC(=O)c1ccc(Cl)c(S(=O)(=O)N2CCCC2)c1	40%	7%	0%[1.84 µM]	-15	-15%	-20	16%	-3%
O=[N+]([O-])c1ccc2nccn2c1	19%	0%	0%	-3	-4%	-10	15%	4%
COc1ccc(Cl)cc1NC(=O)CSc1nnc(C2CC2)n1C	20%	8%	5%	13	-7%	-3	-5%	16%
CC1CCN(c2ccc(NC(=O)c3cccc(Cl)c3)cc2C(=O)O)CC1	0%	3%	nt	7	nt	nt	1%	nt
CCOC(=O)c1ccc(CSc2ncn[nH]2)o1	12%	-6%	0%	-2	0%	27	36%	1%
CN(/N=C/c1cccs1)c1cc(=O)n(C)c(=O)[nH]1	-44%	-7%	-1%	-4	6%	-5	-5%[9.22 µM]	3%
SMILES	FUS suppressor	TDP-43 yeast inh	aSyn rescue	DRD3 agonist	EPAC2 antag	DRD3 antagonist	Abeta yeast res	EPAC2 ag
CCOC(=O)c1ccc(NC(=S)N2CCCC(C(=O)OCC)C2)cc1 (stereo unspecified)	36%	18%	2%	2	-3%	-16	11%	13%
Cc1ccc(C(=O)Nc2ccc3c(c2)OCO3)cc1S(=O)(=O)N1CCCC1	-1%	?	0%	0	0%	-10	23%	15%
O=C(Oc1ccc(OC(=O)c2ccncc2)cc1)c1ccncc1	-41%	5%	0%	2	14%	16	-2%	16%
CCc1c(O)nc(SCC(=O)Nc2ccccc2)n(C(C)CC)c1=O (stereo unspecified)	14%	-8%	-10%	2	-2%	-23	6%	4%
O=C(NNC(=S)NC1CCCCC1)c1ccccc1Br	2%	22%	-7%	-20	10%	-11	?	2%
O=C(NC(=S)N1CCCc2ccccc21)c1ccc(Cl)cc1	21%	14%	-16%	7	10%	15	17%	0%
CCOC(=O)c1c(C)[nH]c2c1cc(O)c1ccccc12	35%	-8%	-16%	-8	1%	-9	-6%	-10%
CCOC(=O)c1c(C)oc2cc(Cl)c(O)c(CN(C)C)c12	14%	-27%	8%	6	-8%	6	-8%	-2%
N#C/C(=C\C=C\c1ccccc1)c1nc(-c2ccc(Cl)cc2)cs1	-24%	13%	-6%	2	-12%	32	-2%	-5%
CSc1ccc(CN2CCC(C)(Oc3ccc4ccccc4c3)C2)cc1 (stereo unspecified)	6%	-15%	2%	-14	-3%	?	-20%	18%
COc1ccc(C2CC(c3cccs3)=Nc3ccccc3S2)cc1 (stereo unspecified)	3%	10%	?	2	?	16	16%	17%
Cc1[nH][nH]c(=O)c1[C@@H](c1ccccc1[N+](=O)[O-])C(C#N)C#N	6%	-15%	0%	2	7%	-5	-13%	9%
CC(Sc1nnc(-c2cccnc2)n1-c1ccccc1)C(=O)NCc1ccc2c(c1)OCO2 (stereo unspecified)	-8%	-21%	4%	2	-3%	-16	11%	8%
COc1ccc(OCCNC(=O)CSc2ccc(C(F)(F)F)cc2[N+](=O)[O-])cc1	5%	-1%	-3%	4	-25%	-26	-1%	-5%
O=C(Nc1cccc(-c2nc3ncccc3o2)c1)c1ccc2c(c1)OCO2	14%	-14%	4%	4	2%	9	-1%	-1%

An excerpt of these results, bar-delimited.
Molecule | FUS suppressor | TDP-43 yeast inh | aSyn rescue | DRD3 agonist | EPAC2 antag | DRD3 antagonist | Abeta yeast res | EPAC2 ag
O=C(NNC(=S)NC1CCCCC1)c1ccccc1Br | 2% | 22% | -7% | -20 | 10% | -11 | ? | 2%
N#C/C(=C\C=C\c1ccccc1)c1nc(-c2ccc(Cl)cc2)cs1 | -24% | 13% | -6% | 2 | -12% | 32 | -2% | -5%
Cc1ccc(C(=O)Nc2ccc3c(c2)OCO3)cc1S(=O)(=O)N1CCCC1 | -1% | ? | 0% | 0 | 0% | -10 | 23% | 15%
CCc1c(O)nc(SCC(=O)Nc2ccccc2)n(C(C)CC)c1=O (stereo unspecified) | 14% | -8% | -10% | 2 | -2% | -23 | 6% | 4%
COc1ccc(C2CC(c3cccs3)=Nc3ccccc3S2)cc1 (stereo unspecified) | 3% | 10% | ? | 2 | ? | 16 | 16% | 17%
Cc1[nH][nH]c(=O)c1[C@@H](c1ccccc1[N+](=O)[O-])C(C#N)C#N | 6% | -15% | 0% | 2 | 7% | -5 | -13% | 9%

Compound activity (PubChem BioAssay)
